Screening data (PubChem BioAssay)
RORgamma inh – qHTS for inhibitors of ROR gamma transcriptional activity; Nuclear receptor ROR-gamma (Mus musculus), P51450; Drosophila S2 Gal4-RORgamma UAS-luciferase reporter, 20 h; Potency, µM (doses to about 53.6 µM), for inactives: top-dose activity change, negative = inhibition, actives largely listed as inhibitors; 5.4% of 310,000 active; note: potency is the fitted concentration of half-maximal effect; % is set by controls: 0 for no effect and ±100 for the full control effect; nearly all actives have a fitted effect of over 60% in size
Target sequence (P51450 whole entry, looked up, the tested form may be a part): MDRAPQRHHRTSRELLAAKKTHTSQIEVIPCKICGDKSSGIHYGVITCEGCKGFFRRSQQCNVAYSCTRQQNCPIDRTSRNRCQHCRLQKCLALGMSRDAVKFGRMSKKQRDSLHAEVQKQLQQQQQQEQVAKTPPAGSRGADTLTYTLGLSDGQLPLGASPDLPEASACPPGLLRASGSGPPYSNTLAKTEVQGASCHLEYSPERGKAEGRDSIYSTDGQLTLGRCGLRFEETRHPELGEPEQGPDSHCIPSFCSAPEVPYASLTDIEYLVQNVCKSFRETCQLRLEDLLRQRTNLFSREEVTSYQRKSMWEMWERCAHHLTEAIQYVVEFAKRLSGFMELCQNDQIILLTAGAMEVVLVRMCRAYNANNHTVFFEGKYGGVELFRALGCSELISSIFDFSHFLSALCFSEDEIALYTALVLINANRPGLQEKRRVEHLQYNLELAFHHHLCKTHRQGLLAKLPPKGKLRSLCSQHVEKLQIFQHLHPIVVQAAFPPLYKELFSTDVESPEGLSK
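A Gal4/UAS one-hybrid system in insect cells: metallothionein-promoter Gal4–ROR gamma fusion plus Photinus luciferase reporter. Copper sulfate 700 uM final, 20 hr ambient incubation, luminescent detection after 10 min with reagent.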
FLuc counter – qHTS profiling assay for firefly luciferase inhibitor/activator using purifed enzyme and Km concentrations of substrates (counterscreen for miR-21 project). Luciferin 4-monooxygenase (Photinus pyralis), P08659. purified FLuc, Km substrates, luminescence inhibition. Potency, µM (top dose mostly 57.5 µM), inactives show at the top dose activity change, negative = inhibition, usual class: inhibitors. 6.9% of 360,000 active. AID 588342, 2011;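 note: potency is the fitted concentration of half-maximal effect; plate controls were vehicle for no effect and reference inhibitor for full effect; nearly all actives have a fitted effect of over 55% in size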
Target sequence (P08659 whole entry, looked up): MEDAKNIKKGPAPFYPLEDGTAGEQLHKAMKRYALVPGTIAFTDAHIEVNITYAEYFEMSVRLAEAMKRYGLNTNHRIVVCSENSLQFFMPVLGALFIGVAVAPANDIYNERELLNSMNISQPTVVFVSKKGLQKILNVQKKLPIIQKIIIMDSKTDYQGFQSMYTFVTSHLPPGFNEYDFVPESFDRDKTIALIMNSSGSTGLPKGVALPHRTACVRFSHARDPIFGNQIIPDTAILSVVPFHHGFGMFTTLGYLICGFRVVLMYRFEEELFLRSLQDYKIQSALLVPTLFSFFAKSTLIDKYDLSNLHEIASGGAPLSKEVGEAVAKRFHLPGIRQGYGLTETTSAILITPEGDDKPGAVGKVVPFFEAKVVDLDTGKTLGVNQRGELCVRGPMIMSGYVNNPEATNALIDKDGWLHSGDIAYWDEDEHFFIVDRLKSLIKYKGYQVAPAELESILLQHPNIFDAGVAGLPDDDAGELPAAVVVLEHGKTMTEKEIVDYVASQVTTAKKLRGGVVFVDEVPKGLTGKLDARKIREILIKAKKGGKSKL
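Biochemical qHTS of compounds, final roughly 60 µM downward over six points, against 10 nM purified firefly luciferase using Km concentrations of substrates (10 uM D-luciferin, 10 uM ATP) in Tris acetate pH 7.5 buffer; luminescence output.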
Coupling enz – qHTS Assay for Inhibitors of Fructose-1,6-bisphosphate Aldolase from Giardia Lamblia: Coupling assay counterscreen | AID 2472, 2010 | 0.67% of 290,000 active | activity change, negative = inhibition, % at 58.2 µM, hits read low | coupling enzyme system counterscreen, AmpLite Red fluorescence; in the data active = activity change below about -30%; note: % is set by controls: 0 for no effect and ±100 for the full control effect
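First, compound is pin-transferred into glyceraldehyde-3-phosphate coupling-enzyme reagent at 57.5 uM final and held 10 min at RT. Next, substrate, coupling system and AmpLite Red are added. After 20 min RT, fluorescence (525/598 nm) is read.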
Rab9 promoter act – qHTS Assay for Rab9 Promoter Activators; 2.8% of 320,000 active; Huh7 Rab9 promoter-luciferase reporter, luminescence, 24 h; AID 485297, 2010; Potency, µM (highest dose often 9.22 µM), without a hit: at the highest dose activation, negative = inhibition, most hits filed as activators; note: potency is the fitted concentration of half-maximal effect; % of control where 0% means no effect; nearly all actives have a fitted effect of over 60% in size
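Using Huh7 cells stably transfected with Rab9 promoter–luciferase, compounds were incubated 24 h at 37 °C, 5% CO2; luciferase luminescence was read 10 min after reagent addition.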
Tb PFK block – qHTS Assay to Find Inhibitors of T. brucei phosphofructokinase; T. brucei PFK, ADP-Glo luminescence; Potency, µM (top dose mostly 57.5 µM), without a hit: top-dose activity, negative = inhibition, most hits filed as inhibitors; 0.17% of 330,000 active; AID 485367, 2010;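 note: potency is the fitted concentration of half-maximal effect; 0% = uninhibited 1x PFK enzyme wells and -100% = no-enzyme wells; nearly all actives have a fitted effect of over 60% in size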
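In TEA buffer at pH 8.0 with 5 mM MgCl2, enzyme (1.25 nM) converted F6P (0.5 mM) and ATP (0.1 mM) for 45 min at room temperature. ADP product was read by luciferase luminescence.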
ELG1 genotox – qHTS screen for small molecules that induce genotoxicity in human embryonic kidney (HEK293T) cells expressing luciferase-tagged ELG1; HEK293T ELG1-luciferase reporter, luminescence, 16 h; Potency, µM (doses to about 46 µM), without a hit: at the top dose activity change, positive = activation, usual class: activators; 1.3% of 330,000 active; note: potency is the fitted concentration of half-maximal effect; % of control where 0% means no effect; nearly all actives have a fitted effect of over 60% in size
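Genotoxic stress is detected as increased luminescence from luciferase-tagged ELG1 in HEK293T cells, measured with ONE-Glo after a 16 hr treatment at 37 °C.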
KCNH2 3.1 block – qHTS for Inhibitors of KCHN2 3.1: Mutant qHTS; Potassium voltage-gated channel subfamily H member 2, brain isoform KCNH2 3.1 (human); U2OS KCNH2 3.1, thallium flux FluxOr; active compounds read low; activity change, % (tested at about 1.8 µM); 0.95% of 340,000 active; AID 720553, 2013;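 active = maximum activity change below -70%; inconclusive = maximum activity change from -70% to -50%; inactive = maximum activity change above -50%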;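 note: thallium influx rate constant from kinetic fluorescence after stimulation buffer; % is set by controls: 0 for no effect and ±100 for the full control effect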
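Normalized rate constant (relative to positive and negative DMSO controls) derived from a 2 min kinetic fluorescence read after stimulation; U2OS cells expressing the 3.1 isoform via virus at 1.77 x 10^8 /mL.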
uPA surface inh – qHTS for Inhibitors of Cell Surface uPA Generation. cell surface uPA generation assay, qHTS. Potency, µM (top dose mostly 38.3 µM), without a hit: top-dose activity change, negative = inhibition, usual class: inhibitors. 0.31% of 330,000 active; active = well fitted inhibition curve with a large enough effect; inconclusive = small, poorly fitted or top-dose-only effect; inactive = no such curve, though single readings can be large or run the other way; tested in mouse RAW 264.7 cells; note: potency is the fitted concentration of half-maximal effect; % is set by controls: 0 for no effect and ±100 for the full control effect; nearly all actives have a fitted effect of over 55% in size
Gal4-VP16 FLuc – VP16 counterscreen qHTS for inhibitors of ROR gamma transcriptional activity; Drosophila S2 Gal4-VP16 UAS-luciferase, luminescence, 20 h; Potency, µM (doses to about 53.6 µM), inactives show top-dose activity, negative = inhibition, most hits filed as inhibitors; 3.5% of 310,000 active;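 note: Gal4-VP16 expression switched on by copper sulfate through the metallothionein promoter; potency is the fitted concentration of half-maximal effect; % is set by controls: 0 for no effect and ±100 for the full control effect; nearly all actives have a fitted effect of over 50% in size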
NPC1 prom act – qHTS Assay for NPC1 Promoter Activators | Huh7 NPC1 promoter luciferase reporter, 24 h | Potency, µM (titrated, usually from 9.22 µM), inactives show top-dose activation, actives largely listed as activators | 2.4% of 320,000 active;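 note: potency is the fitted concentration of half-maximal effect; % of control where 0% means no effect; nearly all actives have a fitted effect of over 60% in size; reporter is driven by a mutant NPC1 promoter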
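Huh7 cells stably carrying NPC1 promoter–luciferase, plated in Opti-MEM with 10% FBS for 2 h, were exposed to compound in DMSO for 24 h at 37 °C; luciferase reagent was added for 10 min and luminescence read.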
Giardia killer – Small Molecules that selectively kill Giardia lamblia: qHTS. Giardia lamblia trophozoite viability. activity change, % at 7.66 µM, hits read low. 0.15% of 340,000 active. AID 540267, 2011; in the data active = activity change below about -80%; inconclusive = between about -30% and that limit;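 note: parasites exposed to compound for two days anaerobically before the ATP read; % is set by controls: 0 for no effect and ±100 for the full control effect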
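Compounds were tested on trophozoites seeded at 100 cells/well and held 48 hrs at 37 deg C anaerobically. An ATP-based luminescent kit measured the remaining live cells.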
Active calls of the source: *; ? = inconclusive; . = not tested or not shown; & = joins results of further samples; [ ] = another dose, or the depositor's remark. Unless noted, calls come from the whole dose curve; as a rule, active = well fitted curve in the direction sought with a large enough effect; inconclusive = small, poorly fitted or top-dose-only effect, or another doubt; inactive = no such curve, though single readings can be large; an effect the other way counts as inactive or inconclusive.

SMILES	RORgamma inh	FLuc counter	Coupling enz	Rab9 promoter act	Tb PFK block	ELG1 genotox	KCNH2 3.1 block	uPA surface inh	Gal4-VP16 FLuc	NPC1 prom act	Giardia killer
Cc1nc2ccccc2c(=O)n1-c1ccc(NS(=O)(=O)c2ccccc2)cc1	.	5%	.	1%	?	1%	0	5%	.	5%	-3
Cc1cc(OC(=O)c2cc(F)c(F)cc2Cl)nc(C)n1	-12%	0%	2	-2%	-1%	2%	12	2%	-17%	1%	-3
COc1cc(/C=N/NS(=O)(=O)c2ccccc2)ccc1OS(=O)(=O)c1ccc(C)cc1	-7%	0%	4	-2%	-3%	1%	1	4%	-3%	1%	-3
CC(=O)c1cccc(N(C(=O)c2ccco2)C(C(=O)NC2CCCC2)c2cccs2)c1 (stereo unspecified)	-7%	1%	0	0%	4%	2%	-9	1%	17%	-4%	-17
COc1cc(-c2nc3cnccn3c2Nc2ccccc2)ccc1O	-17%	-9%	4	-7%	-5%	6%	0	-23%	25%	-7%	-24
CC(Oc1ccc(Cl)cc1Cl)C(=O)NNC(=O)[C@@H]1CCCC[C@@H]1C(=O)O (stereo partly specified)	-4%	0%	.	-6%	1%	3%	-5	4%	7%	-3%	5
CCOc1ccccc1N1CCN(Cc2cn[nH]c2-c2ccc(F)cc2)CC1	-22%	0%	0	0%	2%	-8%	-49	7%	4%	-5%	8
Cc1noc(C)c1COC(=O)c1cccnc1SCC(=O)Nc1ccc2c(c1)OCO2	24%	1%	5	13%	-4%	4%	-4	1%	-3%	24%	7
COc1ccc(C2(C(=O)NCc3ccccc3Cl)CCOCC2)cc1OC	18%	0%	-1	3%	5%	3%	10	9%	-8%	-2%	5
CCc1nc2cccnc2n1-c1ccc(CC(=O)NCCOC)cc1	-13%	1%	3	5%	-1%	0%	4	1%	-3%	0%	6
CCc1noc(C)c1C(=O)Nc1cc(Cl)ccc1N1CCCC1	.	0%	.	-7%	0%	-7%	-14	-1%	.	-1%	0
CCOc1ccc(C(=O)O/N=C(\N)c2ccccn2)cc1	4.5µM*	0.085µM*	0	0.5µM*	?	?	2	?	10µM*	0.1µM*	-13
O=C1N/C(=C/c2ccc(N3CCOCC3)o2)C(=O)N1c1cccc(Cl)c1	3.5µM*	21µM*	-5	?	-24%	10%	11	4µM*	4.5µM*	14%	31[activator]
Cc1nn2c(N3CCCC3)cc(C(C)C)nc2c1-c1ccccc1	14µM*	2%	0	5%	-1%	-3%	0	-1%	-2%	-5%	20
COc1ccc(NC(=O)Nc2ccccc2)cc1S(=O)(=O)N1CCCCC1	?	-18%	1	-5%	2%	-6%	0	3%	?	-1%	0
O=C(CCN1C(=O)/C(=C\c2cccc(Br)c2)SC1=S)N1CCOCC1	-41%	1%	0	-21%	1%	-3%	-4	-13%	3%	-29%	2
C/C(=N\NC(=O)c1ccc(OC2OCCOC2Oc2ccc(C(=O)N/N=C(\C)c3ccncc3)cc2)cc1)c1ccncc1 (stereo unspecified)	?	-13%	8	-15%	-1%	11%	0	4%	?	-9%	6
Cc1cc2c(NC(=O)Nc3ccc(F)cc3)cccc2nn1	5%	?	-31*	-4%	-2%	12%	-2	0%	7%	-3%	27
N/C(=N\OC(=O)c1ccc(Br)o1)c1ccccn1	11µM*	2.7µM*	2	2.2µM*	-6%	?	15	-8%	-2%	0.56µM*	-5
COCC(C)NS(=O)(=O)c1ccc(C(=O)NCCCn2ccc3ccccc32)cc1 (stereo unspecified)	30%	-3%	-5	5%	-8%	-3%	-10	-6%	-2%	0%	18
Cc1cc(OCCCCCNCCO)cc(C)c1Cl	-37%	2%	0	-9%	1%	0%	-41	.	-5%	-1%	2
CCOC(=O)C1(CCCc2ccccc2)CCN(C(=O)[C@@H]2C[C@@H](C)NC(=S)N2)CC1	?	-1%	1	-3%	-6%	0%	-7	3%	-8%	-3%	-14
Cn1c(SCC(=O)c2ccc(F)cc2)nnc1-c1ccccc1N	10%	?	-3	?	-4%	0%	8	0%	3%	21%	-5
CCOC(=O)Nc1csnn1	-4%	2%	1	1%	0%	0%	0	3%	6%	-2%	-10
CCOC(=O)c1c(C)[nH]c(C(=O)COC(=O)c2cc(C)oc2C)c1C	.	3%	.	0%	-4%	2%	3	7%	.	1%	-4

Three entries out of the list above, sorted by the number in Rab9 promoter act, descending:
| SMILES | Rab9 promoter act |
| --- | --- |
| Cc1nc2ccccc2c(=O)n1-c1ccc(NS(=O)(=O)c2ccccc2)cc1 | 1% |
| COc1cc(/C=N/NS(=O)(=O)c2ccccc2)ccc1OS(=O)(=O)c1ccc(C)cc1 | -2% |
| CCOC(=O)C1(CCCc2ccccc2)CCN(C(=O)[C@@H]2C[C@@H](C)NC(=S)N2)CC1 | -3% |

Other entries:
SMILES	RORgamma inh	FLuc counter	Coupling enz	Rab9 promoter act	Tb PFK block	ELG1 genotox	KCNH2 3.1 block	uPA surface inh	Gal4-VP16 FLuc	NPC1 prom act	Giardia killer
COc1ccccc1CN1CCN(C(=O)c2ccncc2)CC1	-9%	1%	3	-6%	0%	-8%	-4	0%	3%	-3%	-9
COc1ccc(/C=C(/NC(=O)c2ccccc2)C(=O)N/N=C/c2sccc2C)cc1	13µM*	-17%	1	2%	-1%	0%	-17	-6%	?	0%	-7
CC1=C(C(=O)N(C)CCC#N)C2(CCCCC2)OC1=O	3%	3%	1	1%	-5%	-7%	2	5%	1%	-2%	6
O=C(N/N=C/c1cccc([N+](=O)[O-])c1)C1CC(=O)N(c2ccc(F)cc2)C1 (stereo unspecified)	31%	-1%	-12	0%	0%	4%	-15	-8%	0%	-2%	-3
C#CCSc1[nH]c(=O)cc(C)c1C#N	30%	?	21	-1%	0%	10%	2	-1%	3%	-1%	12
COc1cc(NC(=O)CCc2c(C)nn(-c3ccc(N4CCOCC4)nn3)c2C)cc(OC)c1OC	16%	-19%&-9%	2	8%	-9%	1%[9.26 µM]	6	2%	0%	0%	-3
COc1ccc(N2CC(O)=C(c3nc(-c4ccc(Cl)cc4)cs3)C2=N)cc1	20%	-1%	3	3%	-1%	17%	-7	15%	-1%	-22%	5
N#Cc1ccncc1Sc1ccc(Cl)cc1	-12%	3%	-2	-1%	1%	1%	-7	-8%	7%	1%	-11
CC1CCCC(NC(=O)COC(=O)/C=C/c2ccc(F)cc2)C1C (stereo unspecified)	.	.	.	.	2%	5%	0	2%	.	.	10
O=C(Cc1c(F)cccc1Cl)Nc1cc(S(=O)(=O)N2CCOCC2)ccc1N1CCCC1	.	.	.	.	-6%	-1%	16	?	.	.	19
COc1ccc(CCN(C)C2CCCN(C(=O)Cn3cccn3)C2)cc1OC (stereo unspecified)	-7%	3%	.	-1%	-10%	1%	-6	9%	?	4%	7
Cc1cccc(C(=O)Nc2ccccc2N2CCN(c3ccc(F)cc3)CC2)c1	12%	-1%	1	-1%	2%	-2%	-19	0%	-2%	-6%	-8
COCCn1cc(C(=O)NCc2cccs2)c2c3ccccc3n(C)c2c1=O	6%	-4%	-14	1%	2%	0%	-16	-12%	-2%	-3%	-10
Cc1cccc(C(=O)NNC(=O)Nc2ccccc2)c1	6%	7%	2	1%	-9%	1%	.	8%	1%	-23%	-24
CNCCCCOc1ccccc1-c1ccccc1	-30%	6%	-5	-7%	-5%	-1%	-5	-1%	-26%	-6%	4
Cc1ccc(NS(=O)(=O)c2ccc(NC(=O)c3ccc(Br)o3)cc2)c(C)c1	?	2%	-5	-7%	-9%	-8%	-18	-6%	?	0%	10
O=C(O)CSc1ncnc2scc(-c3ccc(Br)cc3)c12	-30%	-3%	22	-10%	7%	-6%	-28	1%	-6%	0%	-4
COC(=O)c1ccc(C(=S)N2CCOCC2)cc1	27%	9%	5	3%	-23%	0%	-2	2%	0%	3%	13
COc1ccccc1NC(=O)Cc1noc(CSc2cc(C)c3ccccc3n2)n1	-39%	1%	-4	-8%	-2%	-4%	-2	3%	-9%	-2%	14
CC1(C)CC(NC(=S)NCc2ccco2)CC(C)(C)N1	1%	-1%	1	13%	-7%	1%	-11	17%	-8%	0%	-25
O=[N+]([O-])c1ccc(N2CCN(Cc3ccc4c(c3)OCO4)CC2)nc1	12%	-5%	2	-8%	-4%	0%	-11	-1%	-3%	-3%	-2

Compounds were not picked by outcome, and some 14% of all compounds hit somewhere here.
